XBP1 UPR activ: adaptive UPR (XBP1) activation; CHO-XBP1 luciferase reporter, IRE1-XBP1 UPR activation, luminescence; percent of tunicamycin response, DMSO as zero; activation, % at 20 µM; hit rate 0.33% among 330,000; AID 463104;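 active = versus positive control, 20 µM dose yields 30% or more activation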;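 also: 100% = tunicamycin at 10 µg/mL and 0% = DMSO only wells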
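Test system: CHO-XBP1 luciferase reporter cells | Buffer or medium: Serum-containing F12 medium, 10% FBS | Schedule: 6 h compound exposure at 37 °C, 5% CO2 | Detection: Steady-Glo luciferase glow luminescence, 10 min after reagent addition | Read-out basis: Activation, % of tunicamycin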
Mdm2 MdmX PPI: inhibitors of human Mdm2/MdmX interaction; SaOS-2 split-luciferase Mdm2/MdmX complementation, luminescence; inhibition, % at 8 µM; hit rate 3% among 330,000;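 active = inhibition of at least 50% at 8 µM in the primary screen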
APJ antag: blocks the human apelin receptor APJ; P35414; CHO-K1 APJ beta-arrestin complementation, luminescence; hit rate 0.32% among 330,000; inhibition, % at 20 µM; AID 2521;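 active = inhibition above about 40% at 20 µM, limit read from the data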;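 also: cells challenged with 10 nM apelin-13 agonist together with compound; plate controls were apelin-13 plus DMSO wells for no effect and DMSO wells lacking apelin-13 for full effect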
Target sequence (P35414 whole entry, looked up): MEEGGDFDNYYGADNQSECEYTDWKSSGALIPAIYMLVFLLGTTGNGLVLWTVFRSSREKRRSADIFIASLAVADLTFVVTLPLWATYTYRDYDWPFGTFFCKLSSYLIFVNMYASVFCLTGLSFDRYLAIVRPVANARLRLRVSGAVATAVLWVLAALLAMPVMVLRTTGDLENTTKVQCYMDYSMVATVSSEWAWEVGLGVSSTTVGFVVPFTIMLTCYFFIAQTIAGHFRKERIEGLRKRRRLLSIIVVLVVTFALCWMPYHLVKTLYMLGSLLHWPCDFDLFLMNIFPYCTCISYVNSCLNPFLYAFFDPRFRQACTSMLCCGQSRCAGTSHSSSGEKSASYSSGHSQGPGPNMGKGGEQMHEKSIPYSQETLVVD
APJ agonist: agonists of human APJ apelin receptor. hit rate 0.11% among 330,000. activation, % at 20 µM. CHO-K1 APJ PathHunter beta-arrestin, luminescence; 0% DMSO wells, 100% apelin. P35414;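 active = activation more than six SD over the plate average, tested at 20 µM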;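 also: 0% = DMSO alone and 100% = apelin-13 at 10 nM; some results filed as inactive read as strong as hits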
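Assay system: engineered CHO-K1 APJ arrestin reporter cells; Amount: 1000 CHO-K1 reporter cells seeded per well; Dosing: one dose, 20 µM compound, 1% DMSO; Times: compound stimulation 90 min at 25 °C, detection 60 min; Measured by: luminescent beta-gal fragment complementation, chemiluminescent substrate; Read-out: APJ–arrestin association signal; Controls: DMSO vs Apelin-13 10 nM.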
697 NFkB inh: inhibitors of the PMA/ionomycin-induced NF-kB reporter in 697 B cells; hit rate 0.33% among 330,000; 697 B-cell NF-kB luciferase reporter, 16 h; inhibition, % at 4 µM; in the data active = inhibition above about 35%
Jurkat NFkB inh: inhibitors of the PMA/ionomycin-induced NF-kB reporter in Jurkat cells; hit rate 0.53% among 330,000; inhibition, % at 4 µM; PMA/ionomycin-induced NF-kB luciferase reporter, luminescence; in the data active = inhibition above about 50%
tim23-1 inh: inhibits growth of tim23-1 mutant yeast | hit rate 1.3% among 330,000 | AID 463212 | inhibition, % at 20 µM | S. cerevisiae tim23-1 growth, BacTiter-Glo luminescence, 24 h;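 active = growth inhibition of the mutant yeast at or above 50%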;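 also: temperature-sensitive mutant grown at 25 °C; plate controls were DMSO-treated mutant yeast for no effect and medium wells lacking yeast for full effect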
UPR CHOP act: activators of apoptotic arm of unfolded protein response (CHOP). CHO-CHOP luciferase reporter, UPR activation, luminescence; percent of tunicamycin response over DMSO baseline. activation, % at 10 µM. hit rate 0.34% among 330,000;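 active = at 10 µM dose, activation of 40% or more, normalized to positive control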;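 also: 100% = tunicamycin at 10 µg/mL and 0% = DMSO alone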
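Test system: CHO CHOP reporter cells. Input: 500 CHO-CHOP cells per well. Medium: F12 with 10% FBS. Technique: luciferase luminescence. Measure: percent activation relative to tunicamycin control. Dosing: 10 µM compound, 0.5% DMSO. Timing: 16-18 h cell attachment, then 6 h compound exposure, 37 °C.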
The depositor's hits bear a star.

| Compound | XBP1 UPR activ | Mdm2 MdmX PPI | APJ antag | APJ agonist | 697 NFkB inh | Jurkat NFkB inh | tim23-1 inh | UPR CHOP act |
| --- | --- | --- | --- | --- | --- | --- | --- | --- |
| Cc1ccc(S(=O)(=O)NC(CC(=O)N2CCc3ccccc32)c2ccco2)cc1 (stereo not given) | -2 | 10 | -14 | 2 | -1 | -13 | 23 | -1.8 |
| COc1ccccc1-n1cc(CN2CCN(C3CCCCC3)C(CCO)C2)cn1 (stereo not given) | 0 | -16 | 14 | -1 | -1 | -3 | 1 | -0.5 |
| COc1ccc(CCNC(=O)c2cc(C(=O)c3cc(C)ccc3O)cn(CCc3ccc(OC)cc3)c2=O)cc1 | -3 | 17 | -19 | 4 | -21 | -13 | 23 | 9.7 |
| CCCCCN(C(=O)COC(=O)c1ccc(Br)o1)c1c(N)n(CCCC)c(=O)[nH]c1=O | -1 | -5 | -8 | -1 | 4 | 7 | -2 | -0.6 |
| CCCCc1nnc(NC(=O)C2CCCO2)s1 (stereo not given) | 2 | 0 | 2 | 1 | -7 | -7 | 12 | 1.6 |
| O=C(Nc1ccc2cccnc2c1)c1ccc(Br)cc1 | -2 | -31 | 13 | 0 | -21 | -34 | 36 | 3.8 |
| CCOc1cccc(-c2cc(=O)[nH][nH]2)c1 | -4 | 6 | -5 | -1 | 24 | 13 | 20 | -0.7 |
| O=C(O)/C=C/c1ccccc1[N+](=O)[O-] | 0 | 15 | -7 | 0 | 22 | -2 | 1 | -1.2 |
| COCCn1c(SCC(=O)Nc2cccc(F)c2)nc2c([nH]c3ccccc32)c1=O | 0 | 88* | -18 | -4 | 5 | 0 | -8 | 0.6 |
| COc1ccc(S(=O)(=O)N2CCc3ccccc3C2)cc1C(=O)O | -1 | -20 | 6 | -3 | 2 | -11 | 0 | 2.5 |
| O=C(Cn1cc(Cl)c([N+](=O)[O-])n1)NCCC1=CCCCC1 | 2 | -23 | 12 | 0 | -15 | -1 | 10 | 2.8 |
| COc1ccc(-c2cn[nH]c2-c2ccc(OCc3ccccc3)cc2O)cc1OC | -1 | 53* | -23 | -3 | -33 | 32 | 27 | -0.6 |
| O=C(c1ccc(F)cc1)N1CCC(C(=O)N2CCN(S(=O)(=O)c3cccc(Cl)c3)CC2)CC1 | 0 | 13 | -9 | -2 | -8 | 0 | -5 | -1.2 |
| C/C(=N\NC(=O)C1CC1(C)c1ccccc1)c1ccco1 (stereo not given) | 2 | 10 | -27 | 2 | -2 | 7 | 21 | -0.2 |
| CCNc1nc(Sc2ccc(C)cc2)cc(C(F)(F)F)n1 | 4 | 13 | -6 | 2 | -24 | 6 | 10 | -0.9 |
| COc1ccc(CN=C(Nc2ccccc2)SC2CC(=O)NC2=O)cc1 (stereo not given) | -1 | 18 | -2 | 0 | 16 | 1 | 16 | 0.2 |
| COc1ccc(CNC(=O)CC2Sc3ccccc3NC2=O)cc1 (stereo not given) | 1 | 13 | -6 | -2 | -8 | 3 | -12 | 1.5 |
| Fc1ccc(CNc2ncnc3cc(Cl)ccc23)cc1 | -4 | 31 | 1 | 1 | 11 | 16 | 27 | 1.6 |
| CCn1nc(C(=O)OCC(=O)N(CC(C)C)c2c(N)n(Cc3ccccc3)c(=O)[nH]c2=O)c2ccccc2c1=O | 3 | 2 | -4 | -6 | -8 | 4 | -12 | 1.0 |
| O=C1CN(C(=O)c2ccco2)C(c2ccccc2)c2cc(Cl)ccc2N1 (stereo not given) | 2 | 8 | 15 | 6 | 12 | -3 | 4 | 0.4 |
| N/C(Cc1ccc(Cl)cc1)=N\OC(=O)c1ccc2ccccc2c1 | 3 | 99* | -34 | 16 | 1 | -2 | 50 | 1.8 |
| COc1cc(/C=C(\CCC(=O)O)c2nc3ccccc3s2)ccc1OCC(=O)Nc1c(Cl)cccc1Cl | -2 | -9 | 12 | -2 | 6 | 13 | 19 | 1.9 |
| CN(C)CCn1c(C(=O)Nc2ccccc2)cc2ccccc21 | -6 | 13 | 6 | -3 | 0 | 6 | -7 | 1.2 |
| CN(C(=O)COC(=O)c1cc(S(=O)(=O)N2CCOCC2)ccc1F)C1CCS(=O)(=O)C1 (stereo not given) | -4 | 29 | -6 | 0 | 7 | 13 | 9 | 0.6 |
| Cc1ccc(/C=N/NC(=O)CSc2nc3ccccc3c(=O)n2-c2ccccc2)s1 | -3 | 27 | 8 | 0 | 2 | 39 | 6 | 2.0 |
| Cc1ccc(NC(=O)COC(=O)c2ccc3c(c2)C(=O)N(CCc2ccccc2)C3=O)c(C)c1 | 0 | 17 | 11 | -2 | 16 | 2 | -27 | -0.3 |
| COc1ccc(COc2cccc(C=O)c2)cc1 | -2 | -61 | 9 | 8 | -89 | -20 | 4 | -0.8 |
| COc1ccc(/C=N\N=C2/SC(CC(=O)O)C(=O)N2c2ccc(O)cc2)cc1 (stereo not given) | -1 | 13 | 13 | 1 | 20 | 3 | -1 | -1.7 |
| CCC(=O)NCCCc1nc2ccccc2n1Cc1ccccc1F | -3 | 22 | 7 | 0 | -4 | -4 | 17 | -1.4 |
| Cc1[nH]c2ccc(-c3n[nH]c(=S)n3Cc3ccccc3)cc2c1C | 5 | 6 | 2 | -1 | 10 | 8 | 21 | 1.0 |
| C[C@H](CO)N1C[C@H](C)[C@@H](CN(C)C(=O)Nc2ccc3c(c2)OCO3)Oc2c(NC(=O)Nc3ccc4c(c3)OCO4)cccc2C1=O | -2 | 29 | -1 | 0 | 22 | 7 | 6 | 0.7 |
| Cc1ccc(C(=O)NC2CCN(C(=O)N3CCOCC3)CC2)cc1 | -1 | 2 | -8 | 0 | -2 | 12 | 6 | 0.5 |
| CC(OC(=O)c1ccc(Cl)c(S(=O)(=O)Nc2ccc(F)cc2)c1)C(=O)NC(N)=O (stereo not given) | -1 | -10 | 11 | -5 | 4 | 0 | 3 | -1.2 |
| CN1CCc2nc(NC(=O)COc3ccc(C#N)cc3)sc2C1 | 4 | 24 | 7 | -1 | 6 | 6 | -10 | -1.3 |
| Cn1c(=O)c2c(SCc3cccc(C(F)(F)F)c3)nc(-c3ccco3)nc2n(C)c1=O | 20 | 83* | -6 | -2 | -8 | -7 | -5 | 5.6 |
| CC1CCN(C(=O)c2nc[nH]c2C(=O)N2CCC(C)CC2)CC1 | 0 | 22 | -5 | -4 | 5 | -10 | -4 | 16 |
| Cc1ccc(SC(C)C(=O)NCc2ccncc2)cc1 (stereo not given) | -3 | 8 | -9 | 0 | 12 | -8 | -3 | 0.7 |
| CS(=O)(=O)NC1c2cccc3cccc(c23)C1N1CCOCC1 (stereo not given) | -2 | 5 | 12 | -5 | 5 | -1 | 8 | -0.3 |
| C=CCNc1cc(C)oc(=O)c1C(=O)CC | 3 | 19 | 5 | -3 | 9 | -5 | 11 | -0.2 |
| Cc1c(NC(=O)CN2c3cccc4cccc(c34)S2(=O)=O)c(=O)n(-c2ccccc2)n1C | -1 | 0 | -5 | 1 | 26 | 5 | 8 | -0.8 |
| COc1ccccc1NC(=O)NCCN1CCCCC1 | 0 | -28 | -6 | -4 | 0 | -25 | -8 | 3.6 |
| CCN(CC)Cc1ccccc1CNC(=O)c1cccc(S(=O)(=O)Nc2ccc3c(c2)OCO3)c1 | -1 | 24 | 4 | -2 | -27 | 8 | 5 | 1.7 |
| Cc1cc(C)c(S(=O)(=O)c2ccccc2)c(OC(=O)c2c(F)cccc2Cl)n1 | -4 | 24 | 1 | -2 | 13 | 4 | 65* | 3.7 |
| COc1ccc([C@H]2C=C(C(=O)O)O[C@@H](OCc3ccc(CO)cc3)C2)cc1 | 1 | 6 | 15 | -4 | 6 | 3 | 16 | -0.6 |
| CCCN1CN(Cc2ccccc2)CC2=C1CC(C)(C)CC2=O | 0 | 4 | -5 | 5 | 1 | 1 | 22 | 0.1 |

Arranged by number of heavy atoms (rising): part of the list above.
| Compound | XBP1 UPR activ | Mdm2 MdmX PPI | APJ antag | APJ agonist | 697 NFkB inh | Jurkat NFkB inh | tim23-1 inh | UPR CHOP act |
| --- | --- | --- | --- | --- | --- | --- | --- | --- |
| Fc1ccc(CNc2ncnc3cc(Cl)ccc23)cc1 | -4 | 31 | 1 | 1 | 11 | 16 | 27 | 1.6 |
| N/C(Cc1ccc(Cl)cc1)=N\OC(=O)c1ccc2ccccc2c1 | 3 | 99* | -34 | 16 | 1 | -2 | 50 | 1.8 |
| Cn1c(=O)c2c(SCc3cccc(C(F)(F)F)c3)nc(-c3ccco3)nc2n(C)c1=O | 20 | 83* | -6 | -2 | -8 | -7 | -5 | 5.6 |
| CCn1nc(C(=O)OCC(=O)N(CC(C)C)c2c(N)n(Cc3ccccc3)c(=O)[nH]c2=O)c2ccccc2c1=O | 3 | 2 | -4 | -6 | -8 | 4 | -12 | 1.0 |

Continuation:
| Compound | XBP1 UPR activ | Mdm2 MdmX PPI | APJ antag | APJ agonist | 697 NFkB inh | Jurkat NFkB inh | tim23-1 inh | UPR CHOP act |
| --- | --- | --- | --- | --- | --- | --- | --- | --- |
| O=C(NN=C1CCCCCC1)c1c[nH]c2ccccc12 | 0 | -11 | 9 | 0 | 22 | -2 | 2 | 2.9 |
| CCC(=Cc1ccc(CC)cn1)CC | -5 | 9 | -2 | -1 | -5 | -33 | 11 | 1.0 |
| N#Cc1sc(NCc2cccc(Cl)c2)nc1Cl | 4 | -4 | -3 | -5 | -12 | 10 | 69* | -0.1 |
| O=C(NCc1c(Cl)cccc1Cl)c1ccc2nnsc2c1 | -1 | -18 | 1 | -1 | 14 | 13 | 19 | 1.4 |
| COc1ccccc1-n1c(SCC(=O)OC(C)C)nc2cccnc21 | -3 | -2 | -26 | -2 | 2 | -16 | 20 | 0.1 |
| Cn1cc(CN(CCO)Cc2cccs2)c(-c2ccccc2F)n1 | -2 | 3 | 15 | -4 | 6 | 7 | 2 | -1.0 |
| O=C(c1cc2n(n1)C(C(F)(F)F)CC(c1ccc(Cl)cc1)N2)N1CCCC1 (stereo not given) | 0 | -2 | -10 | -2 | -16 | 0 | 18 | 0.4 |
| CCCCNC(=O)C(C#N)c1nc2ccccc2nc1N1CCN(c2ccccc2F)CC1 (stereo not given) | 0 | 22 | 15 | -4 | -7 | -7 | 22 | 2.7 |
| COc1c[nH]n(C2CCCCC2)c(=O)c1=O | 1 | 22 | 22 | -4 | -5 | 9 | 40 | 1.4 |
| Cc1cc(C)cc(NC(=O)Cn2c(=O)oc3cc(S(=O)(=O)N4CCC(C)CC4)ccc32)c1 | 32* | 21 | 4 | -2 | -3 | -2 | -4 | 0.0 |
| CC(C)n1cc(CNC(=O)C2CCC(=O)N(Cc3ccccc3F)C2)cn1 (stereo not given) | -9 | 12 | 9 | -2 | -3 | -2 | -8 | -1.3 |
| O=C(OCC(=O)N1CCN(c2ccccc2)CC1)c1ccc[n+]([O-])c1 | -3 | -4 | 6 | -3 | 28 | 8 | -5 | -1.9 |
| CC1=C(C(=O)Nc2ccccc2)C(c2ccncc2)C(C#N)=C(SCC(=O)NC(C)C)N1 (stereo not given) | -1 | 7 | 5 | 3 | 34 | -7 | 11 | -1.1 |
| Cc1cccc(N(C(=O)c2ccco2)C(C(=O)NC2CCCC2)c2cccnc2)c1C (stereo not given) | -3 | 6 | 4 | -3 | 10 | -11 | 15 | 0.3 |
| CCOC(=O)c1sc(Nc2nc3cc4c(cc3s2)OCO4)cc1C | 4 | -50 | -9 | -2 | -27 | 1 | 14 | 4.5 |
| Cc1noc(C)c1COc1ccc(C(=O)N2CCCC(C(F)(F)F)C2)cc1 (stereo not given) | -1 | 14 | 10 | 12 | 0 | 12 | 13 | 2.4 |
| O=C(O)C1=C(C(=O)N2CCN(C(=O)c3ccco3)CC2)CCCC1 | 0 | -8 | -13 | 4 | 13 | -8 | 25 | -0.2 |

Assay outcomes: PubChem, Sanford-Burnham Center for Chemical Genomics
